# Nrf2 block – Nrf2 qHTS screen for inhibitors; A549 ARE-Fluc reporter, luciferase luminescence, 18-24 h; Potency, µM (highest dose often 46 µM), for the others: at the top dose activity change, negative = inhibition, actives largely listed as inhibitors; 2.1% of 360,000 active; also: potency is read from the fitted curve at half-maximal effect; % is scaled to controls: 0 for no effect and ±100 for the full control effect; nearly all actives have a fitted effect of over 60% in size
#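 Nrf2 activity is the BugLite luminescence, read 15 min after reagent at room temperature, following CellTiter-Fluor cytotoxicity readout (30 min, 37C). Compound titrations were applied for 18-24 h to 5000 A549 ARE_Fluc cells/well in 5% FBS OPTI-MEM.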
# A549 tox – Nrf2 qHTS screen for inhibitors: counterscreen for cytotoxicity; A549 ARE-Fluc cells, CellTiter-Fluor viability, 18-24 h; Potency, µM (top dose mostly 46 µM), for the others: at the top dose activity change, negative = cytotoxicity, actives largely listed as inhibitors; 0.16% of 390,000 active; also: potency is read from the fitted curve at half-maximal effect; % is scaled to controls: 0 for no effect and ±100 for the full control effect
#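 A549 ARE_Fluc cells in 5% FBS OPTI-MEM were exposed to compounds in concentration-response for 18-24 h at 37 deg C. Viability was read by CellTiter-Fluor fluorescence (Ex 405/Em 525) after 30 min, before the luciferase read.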
# MmCpn inh – Inhibitors of TCP-1 ring complex (TRiC) of Methanococcus maripaludis (MmCpn): qHTS. Chaperonin Mm-Cpn (Methanococcus maripaludis). purified Mm-Cpn ATPase, ADP Transcreener TR-FRET. Potency, µM (titrated, usually from 76.9 µM), without a hit: top-dose activity, negative = inhibition, actives largely listed as inhibitors. AID 504842, 2011. 0.031% of 330,000 active; also: potency is read from the fitted curve at half-maximal effect; % is scaled to controls: 0 for no effect and ±100 for the full control effect; nearly all actives have a fitted effect of over 80% in size
#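 Purified archaeal Mm-CPN (25nM final) preincubated 10 min at 37degC with compound, then 10uM ATP for 30 min at 37degC; ADP measured by HTRF Transcreener TR-FRET; buffer 30 mM TRIS pH 7.4, 100mM KCl, 5mM MgCl2, 1mM DTT.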
# Akt phos inh – HTS Assay for Inhibitors of Akt Phophorylation: Primary Screen | AID 651550, 2012 | activity change, % for hits at 50 µM | 0.32% of 360,000 active | Neuro2A IGF-stimulated pAkt S473 HTRF, 20 min; active compounds read low; in the data active = activity change below about -80%; inconclusive = mostly about -51% to -80%; also: % is scaled to controls: 0 for no effect and ±100 for the full control effect
#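 Neuro2A cells (4,500/well, DMEM with 0.5% FBS) were treated with compound at a single 50 µM final concentration, stimulated with 6 nM IGF for 20 min at 37 °C, and lysed. Phospho-Akt Ser473 was read by HTRF as 665/615 ratio ×10^4.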
# S2 tox – Viability Counterscreen for Primary qHTS for Inhibitors of ATXN expression. S2 cells (HEK-293 line with an ATXN2-luciferase reporter) viability, CellTiter-Fluor protease fluorescence, 24 h. Potency, µM (top dose mostly 56.7 µM), most hits filed as cytotoxic. 0.49% of 400,000 active. AID 651635, 2014; also: potency is read from the fitted curve at half-maximal effect; nearly all actives have a fitted effect of over 40% in size
# TGFb inhibitor – qHTS for Inhibitors of TGF-b; HepG2 CAGA-GFP TGF-b/SMAD3 reporter, GFP fluorescence, 18 h; TGF-beta stimulated, 500 pg/mL final; Potency, µM (titrated, usually from 46.1 µM), inactives show top-dose activity, negative = inhibition, usual class: inhibitors; 1.2% of 410,000 active; AID 588855, 2011; also: potency is read from the fitted curve at half-maximal effect; % is scaled to controls: 0 for no effect and ±100 for the full control effect; nearly all actives have a fitted effect of over 65% in size
#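 Per well, imaged GFP fluorescence of HEPG2 CAGA-GFP cells gives the signal; cells get compound, then TGF-beta (500 pg/mL final), 18 h at 37 degrees C; %Activity versus -TGF-beta and +DMSO controls.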
# CCT modulator – High-Throughput Screening for Modulators of Cytosolic Chaperonin Activity; purified chaperonin ATPase assay, HTRF ADP detection, 30 min; activity change, % (no concentration beside the values), hits read low; 0.3% of 360,000 active; in the data active = activity change below about -30%; also: % is scaled to controls: 0 for no effect and ±100 for the full control effect
#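 ATPase activity: ADP formed was measured by HTRF Transcreener (665/615 nm ratio) after 30 min at 37 deg C with 10 uM ATP. Compounds screened at one 76 uM concentration against 40 or 20 nM TRiC in Tris pH 7.4/KCl/MgCl2/DTT buffer.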
# Nrf2 ARE act – qHTS of Nrf2 Activators. AREc32 ARE-luciferase reporter (MCF7-derived line), luminescence, 24 h. Potency, µM (series often up to 46.1 µM), for the others: at the highest dose activation, hits mostly activators. 0.31% of 410,000 active. AID 624171, 2012; also: potency is read from the fitted curve at half-maximal effect; % of control where 0% means no effect; nearly all actives have a fitted effect of over 65% in size
#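 ARE activation measured as luciferase luminescence (Steady-Glo, 30 min RT) in AREc32_Fluc cells after 24 hr compound exposure at 37 deg C, 5% CO2; cells seeded overnight at 1000/well in OPTI-MEM, 5% FBS.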
# HepG2 tox – qHTS for Inhibitors of TGF-b: Cytotox Counterscreen; HepG2 CAGA-GFP viability, ATP luminescence, 18 h; 0.76% of 410,000 active; Potency, µM (highest dose often 46.1 µM), inactives show top-dose activity change, negative = cytotoxicity, usual class: cytotoxic; also: potency is read from the fitted curve at half-maximal effect; some results filed as inactive show a strong effect at the top dose
#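 HepG2 CAGA-GFP cells (1000/well, DMEM with 1% FBS) received compound, then TGF-beta at 500 pg/mL final, and were incubated 18 hours at 37 degrees C. Viability was read by CellTiter-Glo luminescence. Media-only wells were set as complete cell-killing and DMSO as no toxicity.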
# The depositor's hits bear a star; i = inactive; ? = inconclusive; nt = no result given; & = joins results of further samples; [ ] = another dose, or the depositor's remark. Unless noted, calls follow the shape of the dose curve; as a rule, active = well fitted curve in the direction sought with a large enough effect; inconclusive = small, poorly fitted or top-dose-only effect, or another doubt; inactive = no such curve, though single readings can be large; an effect the other way counts as inactive or inconclusive.
SMILES,Nrf2 block,A549 tox,MmCpn inh,Akt phos inh,S2 tox,TGFb inhibitor,CCT modulator,Nrf2 ARE act,HepG2 tox
CCc1nc2c(OCCOc3ccccc3)cccn2c1N(C=O)Cc1ccc(OC)cc1,nt,nt,nt,i,i,-3%,-0.7,3.6%,-14%
C/C(=N\N=C1\NC(=O)C(CC(=O)Nc2ccc(C)c(Cl)c2)S1)C(C)(C)C (stereo unspecified),-1%,0%,3%,i,i,?,-44*,5.2%,-39%
C=CCOC(=O)C1=C[C@H](c2ccc(Br)cc2)[C@@H](CCCO)[C@H](OCC)O1,-15%,-9%,nt,i,?,0%,0.2,-0.8%,-2%
O=C(Nc1ncc([N+](=O)[O-])s1)C1CCN(S(=O)(=O)c2cnc[nH]2)CC1,2%,2%,1%,i,?,-3%,-1.5,-0.6%,5%
NS(=O)(=O)c1ccc(CCNC(=O)c2ccc3c(c2)OCCO3)cc1,0%,-16%,-3%,i,i,12%,-1.9,0.5%,7%
COC(=O)c1sccc1NC(=S)Nc1ccc(OC)cc1,0%,-8%,-3%,i,i,9%,0.2,0.3%,-12%
Cc1cc(NC(=O)c2ccc(F)cc2)n(C)n1,1%,-9%,0%,i,i,-7%,0.2,0.7%,-3%
COc1ccc(NC(=O)NCc2ccc3c(c2)OCO3)c(OC)c1,0%,-4%,0%,i,i,7%,-0.9,0.0%,5%
Cc1ccc(C(=O)N2CCN(c3ccc(C(F)(F)F)cn3)CC2)cc1,-30%,-11%,-1%,i,i,2%,1.2,-0.6%,4%
Cc1cccc(NC(=S)NN(Cc2ccccc2)c2ccccc2)c1C,-30%,-6%,1%,i,i,-7%,0.0,-0.2%,-22%
N#Cc1c2n(c3c(=O)n(CC(=O)c4ccc([N+](=O)[O-])cc4)cnc13)CCCCC2,-20%,-11%,-3%,i,i,-3%,-1.7,-0.2%,7%
CCCc1cc(C(=O)NNC(=S)NCC2CCCO2)cs1 (stereo unspecified),1%,-7%,1%,i,i,32%,2.2,5.5%,7%
CC(C)(C)C(=O)C(Oc1cccc2nonc12)n1cncn1 (stereo unspecified),-3%,2%,-1%,i,i,-6%,-3.4,-0.6%,-5%
COC(=O)c1sc(-c2ccccc2)cc1NC(=O)c1ccccc1,4%,1%,-11%,i,i,-3%,-1.7,2.3%,1%
COc1ccc(OCC(=O)N2CCN(C(=O)Cc3ccccc3)CC2)cc1,4%,-1%,2%,i,i,4%,-1.4,-0.6%,1%

# Fetched by compound from the entries so far, 3 records:
SMILES,Nrf2 block,A549 tox,MmCpn inh,Akt phos inh,S2 tox,TGFb inhibitor,CCT modulator,Nrf2 ARE act,HepG2 tox
Cc1cccc(NC(=S)NN(Cc2ccccc2)c2ccccc2)c1C,-30%,-6%,1%,i,i,-7%,0.0,-0.2%,-22%
C=CCOC(=O)C1=C[C@H](c2ccc(Br)cc2)[C@@H](CCCO)[C@H](OCC)O1,-15%,-9%,nt,i,?,0%,0.2,-0.8%,-2%
COC(=O)c1sc(-c2ccccc2)cc1NC(=O)c1ccccc1,4%,1%,-11%,i,i,-3%,-1.7,2.3%,1%

# More records.
SMILES,Nrf2 block,A549 tox,MmCpn inh,Akt phos inh,S2 tox,TGFb inhibitor,CCT modulator,Nrf2 ARE act,HepG2 tox
Cc1nc2c([nH]c3ccccc32)c(=O)n1N,14%,3%,1%,i,i,-2%,-1.0,3.8%,4%
Cc1ccc(-c2nnn(CC(=O)N(CC(=O)NC(C)C)c3cnc4ccccc4c3)n2)o1,9%,-11%,-1%,i,i,0%,-0.6,0.2%,-8%
CCOc1ccc(-c2cn(-c3ccc(OC)cc3)c(SC)n2)cc1,?,1%,0%,i,?,0%,1.2,0.3%,-11%
Cc1cccc(C)c1NC(=S)N1CCOCC1,2%,2%,-2%,i,i,12%,-4.3,2.4%,-3%
O=c1cc(-c2cccnc2)oc2c1ccc1ccccc12,?,-7%,0%,i,i,?,-2.8,3.7%,-19%
O=C1c2ccccc2NC(c2ccccc2OCc2ccccc2)N1Cc1ccco1 (stereo unspecified),?,-14%,nt,nt,nt,?,nt,nt,-30%
COc1ccccc1CNC(=O)C(CC(C)C)NS(=O)(=O)c1ccc2c(c1)oc(=O)n2C (stereo unspecified),?,6%&-9%,0%,i,i,-3%&15%,0.1,0.2%&-1.1%,-2%&4%
COCc1cc(C)nc(SCC(=O)NCC2CCCO2)c1C#N (stereo unspecified),-5%,0%,2%,i,i,5%,-0.2,-0.3%,-1%
Cc1ccccc1-n1c(N)cc(=O)[nH]c1=S,3%,2%,0%,i,i,3%,-2.2,-0.1%,-3%
O=C(CCN1C(=O)c2ccccc2C1=O)NC(=S)Nc1ccccc1Cl,-22%,-1%,-3%,i,i,-10%,1.3,5.2%,-5%
COc1ccc(CC2SC(N)=NC2=O)cc1 (stereo unspecified),-3%,-1%,-2%,i,i,17%,2.9,0.2%,-7%
CCOC(=O)c1cnc2cc(F)c(F)cc2c1N1CCOCC1,-1%,2%,0%,i,i,11%,-1.7,-0.3%,-8%
CCOC(=O)N1CCC(N(C(=O)Nc2cccc(OC)c2)C(C)CC)CC1 (stereo unspecified),?,0%,2%,i,i,-3%,-2.1,2.8%,1%
O=C(CCn1[nH]c(=O)c2ccccc2c1=O)N1CCOCC1,-3%,-1%,-11%,i,i,0%,-2.4,0.3%,-1%
CCOC(=O)NN1C(=O)c2ccccc2NC1c1cccc(O)c1 (stereo unspecified),5%,6%,3%,i,i,0%,1.4,0.2%,-7%
O=C(CNS(=O)(=O)c1ccc(Br)s1)N1CCN(c2ccc(F)cc2)CC1,?,2%&-2%,-2%,i,i,?,1.7,2.0%&-0.6%,-20%&-32%
COc1c(C)cc(C(=O)C2CCCN(Cc3ccc(Oc4ncccn4)cc3)C2)cc1C (stereo unspecified),10%,1%,1%[15.4 µM],i,i,-21%,1.0,4.3%,-27%
Cc1ccc2nc(-c3cccc(S(=O)(=O)N4CC(C)OC(C)C4)c3)cn2c1 (stereo unspecified),-15%,-1%,-3%,i,i,?,-0.7,2.2%,-15%
CCc1ccccc1NC(=O)CCNS(=O)(=O)c1cc(Br)cnc1N,-3%,-4%,4%,i,i,0%,1.4,-0.4%,-1%
CC1CC(C)CN(C(=O)c2cc3c(=O)n4ccccc4nc3s2)C1 (stereo unspecified),10%,-1%,-4%,i,i,?,-1.7,4.9%,-12%
COc1ccc(-c2cc(C(F)(F)F)nc(SCC(=O)NCc3ccc(Cl)cc3)n2)cc1,12%,0%,nt,nt,nt,1%,nt,-1.0%,1%
CCc1ccc(OCC(=O)Nc2ccc(S(=O)(=O)Nc3ccccn3)cc2)cc1,-19%,2%,-10%,i,i,3%,1.9,0.3%,5%
COc1ccc(CCNCCC(c2ccccc2)c2ccccc2)cc1OC,nt,nt,nt,i,?,?,-0.6,-3.9%,13µM*
CN(C(=O)c1ccc2c(c1)N(Cc1ccc(F)cc1)C(=O)c1ccccc1S2(=O)=O)C1CCCCC1,?,?,nt,nt,i,?,nt,-0.6%,-21%
CCN1/C(=C(\O)c2ccccc2)C(=O)c2ccccc2S1(=O)=O,?,?,1%,i,i,-11%,3.1,-0.5%,-8%
COc1ccc(S(=O)(=O)CCC(=O)Nc2cc(C)ccc2OC)cc1,-4%,0%,-1%,i,i,25%,0.3,4.0%,13%
CC(=O)Nc1cccc(NC(=O)CSc2n[nH]c(-c3ccccc3)n2)c1,11%,0%,-2%,i,i,8%,-0.6,0.3%,5%
COc1ccc(C(=O)COC(=O)c2ccccc2C(=O)N(C)c2ccccc2)c(OC)c1,-12%,-2%,0%,i,i,0%,-2.2,6.4%,-1%
Clc1ccc(NCc2nnc3n2CCCCC3)cc1,10%,-4%,-7%,i,i,-3%,0.0,-0.1%,0%
COc1ccc2oc(=O)c(C(=O)n3ccc(C)n3)cc2c1,10%,2%,1%,i,i,-4%,-0.6,0.3%,4%

# A draw from above in order of molecular weight, rising.
SMILES,Nrf2 block,A549 tox,MmCpn inh,Akt phos inh,S2 tox,TGFb inhibitor,CCT modulator,Nrf2 ARE act,HepG2 tox
CCN1/C(=C(\O)c2ccccc2)C(=O)c2ccccc2S1(=O)=O,?,?,1%,i,i,-11%,3.1,-0.5%,-8%
CCc1ccccc1NC(=O)CCNS(=O)(=O)c1cc(Br)cnc1N,-3%,-4%,4%,i,i,0%,1.4,-0.4%,-1%
O=C(CNS(=O)(=O)c1ccc(Br)s1)N1CCN(c2ccc(F)cc2)CC1,?,2%&-2%,-2%,i,i,?,1.7,2.0%&-0.6%,-20%&-32%

# Next structures follow:
SMILES,Nrf2 block,A549 tox,MmCpn inh,Akt phos inh,S2 tox,TGFb inhibitor,CCT modulator,Nrf2 ARE act,HepG2 tox
CSc1ccc(CN2CCC(Cc3ccccc3)CC2)cc1,7%,0%,-3%,i,?,-15%,-0.2,0.4%,-29%
Cc1ccc(-c2nnc(OCCN3CCOCC3)c3ccccc23)cc1,-14%,0%,2%,i,?,-16%,-5.6,0.7%,-23%
COc1ccc(C2CC(c3cccs3)=NN2C(=O)CSc2nc3ccccc3s2)cc1 (stereo unspecified),-15%,5%,0%,i,?,3%,-3.2,-0.7%,8%
Cn1c(=O)c2c(SCC(=O)Nc3ccccc3F)nc(C3CC3)nc2n(C)c1=O,?,0%,2%,i,i,-1%,-5.2,-0.1%,0%
COc1ccc(/C=N/NC(=O)c2nnn(-c3nonc3N)c2-c2cccs2)c(OC)c1,-2%,1%,-1%,i,i,-1%,1.1,-0.1%,1%
O=C(NCc1nc(-c2ccccc2)no1)c1ccc(Br)o1,-6%,5%,1%,i,i,3%,-4.0,-0.1%,1%

# Screens (PubChem)
